Screens deposited in PubChem BioAssay by several laboratories.
Mdm2 ligase inh: MDM2-luciferase reporter signal enhancers, primary screen, MDM2 E3 ligase inhibitor project, cell-based, luminescence, 1536-well; E3 ubiquitin-protein ligase Mdm2 (Homo sapiens), Q00987; cell-based MDM2 ubiquitination luciferase reporter, 2 h; 0 = plate control, 100 = twice control, blank-subtracted; signal enhancement, % at 5 µM; actives 0.11% (n = 210,000);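 active means signal enhancement of 30% or more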;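 further: luminescence tracks abundance of the self-degrading MDM2-luciferase fusion protein; higher signal means inhibition of MDM2 E3 ligase activity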
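System: stable MDM2–luciferase fusion reporter cells / Input: 2000 cells seeded into each well / Schedule: 4 h settle plus 2 h compound, 37 °C / Compound: single-point 5 µM / Buffer or medium: cells held in DMEM / Benchmarks: control and blank well means / Evaluation: percent signal gain over controls, blank-subtracted / Measured by: luciferase luminescence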
FXIa inh: human FXIa protease inhibitors, primary screen, biochemical, 1536-well. Coagulation factor XI (Homo sapiens), P03951. purified FXIa, Boc-Glu-Ala-Arg-AMC fluorogenic substrate. inhibition, % at 5 µM. actives 0.14% (n = 220,000). AID 798, 2007;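 active means inhibition of at least 40%; inactive means inhibition below 40%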;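 further: fluorescence of freed AMC excited at 355 nm; 0% = enzyme without compound and 100% = no enzyme blank; many of its hits are not listed in these tables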
14-3-3 Bad inh: inhibitors of 14-3-3 zeta/Bad binding, primary screen, biochemical, TR-FRET, bovine 14-3-3 zeta. actives 0.71% (n = 220,000). 14-3-3 protein zeta/delta (Bos taurus), P63103. TR-FRET 14-3-3zeta/Dy647-pBad peptide displacement, 1 h. inhibition, % at 21.7 µM;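 active means inhibition above about 70%, limit read from the data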;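 further: 0% = full 14-3-3 plus peptide FRET controls and 100% = background without 14-3-3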
Target sequence (P63103 whole entry, looked up): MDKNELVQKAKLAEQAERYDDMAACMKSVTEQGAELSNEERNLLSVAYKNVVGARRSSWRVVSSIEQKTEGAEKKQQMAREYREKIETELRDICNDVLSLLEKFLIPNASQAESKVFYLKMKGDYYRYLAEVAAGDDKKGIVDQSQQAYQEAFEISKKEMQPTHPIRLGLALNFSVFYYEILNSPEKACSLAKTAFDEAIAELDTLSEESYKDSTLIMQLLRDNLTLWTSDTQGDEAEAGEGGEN
FXIIa inh 1536: human FXIIa protease inhibitors, primary screen, biochemical, 1536-well. Coagulation factor XII (Homo sapiens), P00748. purified FXIIa, Boc-QGR-AMC fluorogenic substrate, 2 h. inhibition, % at 5 µM. actives 0.3% (n = 220,000); in the data active means inhibition above about 40%;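 further: 0% = enzyme with no compound and 100% = blank without enzyme; many of its hits are not listed in these tables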
Rad51 HR inh: human RAD51 strand exchange inhibitors, primary screen, biochemical, fluorescence. inhibition, % at 10 µM. hRad51 DNA strand exchange, fluorescence dequenching. AID 1385, 2008. actives 0.085% (n = 200,000). DNA repair protein RAD51 homolog 1 (Homo sapiens), Q06609;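 active means inhibition above 40% at the single screening dose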;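 further: 0% = DMSO control wells and 100% = blanks with heterologous ssDNA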
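material = hRad51 filaments on single-stranded DNA | reagent = Donor/quencher-labelled 47-bp dsDNA substrate | compound = 10 µM final, single point | schedule = strand-exchange reaction 15 min at room temperature | measured by = fluorescein emission 520 nm, excitation 485 nm | read-out basis = % inhibition versus plate control and blank means | benchmarks = plate controls and plate blanks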
p97 ATPase inh: inhibitors of human p97 ATPase, primary screen, biochemical; Transitional endoplasmic reticulum ATPase (Homo sapiens), P55072; recombinant p97 ATPase, Kinase-Glo ATP luminescence, 3 h; inhibition, % at 8 µM; actives 0.42% (n = 220,000); in the data active means inhibition above about 15%;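 further: 0% = DMSO vehicle and 100% = wells lacking enzyme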
Target sequence (P55072 whole entry, looked up): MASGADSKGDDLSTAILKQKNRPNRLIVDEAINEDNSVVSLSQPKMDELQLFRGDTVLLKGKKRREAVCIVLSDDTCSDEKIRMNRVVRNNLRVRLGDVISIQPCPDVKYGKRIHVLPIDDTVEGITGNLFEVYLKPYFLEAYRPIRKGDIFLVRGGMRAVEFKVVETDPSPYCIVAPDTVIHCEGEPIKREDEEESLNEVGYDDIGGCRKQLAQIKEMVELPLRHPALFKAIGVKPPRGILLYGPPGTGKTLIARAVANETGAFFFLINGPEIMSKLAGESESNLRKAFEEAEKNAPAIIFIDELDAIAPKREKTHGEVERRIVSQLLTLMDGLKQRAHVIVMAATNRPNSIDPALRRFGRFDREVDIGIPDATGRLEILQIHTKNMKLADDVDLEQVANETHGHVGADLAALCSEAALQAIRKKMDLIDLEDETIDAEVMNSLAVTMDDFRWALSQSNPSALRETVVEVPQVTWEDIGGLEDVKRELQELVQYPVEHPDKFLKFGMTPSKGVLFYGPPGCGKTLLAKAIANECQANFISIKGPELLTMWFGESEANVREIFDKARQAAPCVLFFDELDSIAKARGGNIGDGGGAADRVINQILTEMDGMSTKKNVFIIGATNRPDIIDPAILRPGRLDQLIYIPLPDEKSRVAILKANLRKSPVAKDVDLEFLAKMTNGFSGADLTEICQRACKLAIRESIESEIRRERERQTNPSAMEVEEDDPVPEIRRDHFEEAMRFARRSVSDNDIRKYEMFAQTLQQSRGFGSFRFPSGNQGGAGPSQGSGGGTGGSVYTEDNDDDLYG
Wee1 stabilizer: Wee1 degradation inhibitors, primary screen, cell-based, HeLa, Wee1K328M-luciferase, luminescence | HeLa Luc-Wee1K328M stability; 100% = proteasome inhibitor MG132 effect | actives 1.2% (n = 220,000) | AID 1321, 2008 | Wee1-like protein kinase (Homo sapiens), P30291 | reporter increase, % at 5 µM;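 active means activation above the mean of all tested compounds plus 3 SD, set per screening run, cut at about 8.8% in these data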;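 further: cells exposed to compound for 20 h before luminescence read; 0% = DMSO alone and 100% = MG132 at 30 µM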
KLK5 inh: human KLK5 protease inhibitors, primary screen, biochemical, 1536-well. recombinant hK5, fluorogenic AMC substrate cleavage. inhibition, % at 5 µM. actives 0.59% (n = 210,000);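 active means inhibition of 40% or more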;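 further: 0% = enzyme controls without compound and 100% = no-enzyme blanks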
eIF4E 4G PPI: eIF4E–eIF4G protein interaction inhibitors, primary screen, biochemical, uHTS, TR-FRET, eIF4GI fragment. Eukaryotic translation initiation factor 4E (Mus musculus) + Eukaryotic translation …. TR-FRET eIF4E-eIF4GI(517-606) binding, 2 h. inhibition, % at 21.7 µM. actives 0.37% (n = 220,000). AID 782, 2007;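 active means inhibition above about 30%, limit read from the data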;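 further: 0% = full FRET control wells and 100% = background wells lacking eIF4GI fragment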
* marks the source's active call; other numbers are inactive results; / = not tested or not shown; [ ] = remark or other dose.

SMILES	Mdm2 ligase inh	FXIa inh	14-3-3 Bad inh	FXIIa inh 1536	Rad51 HR inh	p97 ATPase inh	Wee1 stabilizer	KLK5 inh	eIF4E 4G PPI
CCOC(=O)c1ccc(N2Cc3ccccc3C2=N)cc1	-16	-5	4	6	-5	-2	-2	-1	-5[fluorescence artefact?]
O=C(NNC(=S)NC(=O)c1cccs1)c1ccc(NC(=O)c2ccccc2)cc1	-4	5	-17	11	-3	8	-2	-99	0
S=c1[nH]nc(COc2ccccc2)n1C1CCCCC1	2	-2	10	-2	10	-1	-2	5	0
O=C(CSc1ccc(Cl)cc1)Nc1ccc(N2CCN(C(=O)c3ccc(Cl)cc3)CC2)cc1	-5	2	2	18	6	7	7	-8	-3
COc1ccc(S(=O)(=O)Nc2c(C(=O)O)[nH]c3ccccc23)cc1OC	4	6	-17[fluorescence artefact?]	11	/	5	1	-5	3[fluorescence artefact?]
O=C(c1ccccc1)c1ccccc1C(=O)N1CCN(C(=O)c2ccccc2)CC1	-20	-5	0	-3	8	-2	2	-18	-3
COC(=O)Cc1ccc2c3ccccc3n(C)c2c1	-18	7	-2[fluorescence artefact?]	15	1	-5	-2	9	-5[fluorescence artefact?]
COc1cc(NC(=O)Cc2nn(C)c(=O)c3ccccc23)cc(OC)c1OC	0	6	-5	16	2	1	-2	-7	-4
CCO[C@@H]1OC(C(=O)N2CCN(Cc3ccc4c(c3)OCO4)CC2)=C[C@H](C2CC2)[C@H]1CCCO	/	10	5	14	-8	-1	2	4	5
O=C(NCc1ccccn1)C1CCCCC1	-25	-4	-1	0	-34	4	5	-7	5
COC(=O)CCc1nc2ccccc2nc1OC	-7	-5	0	3	-2	3	1	-1	8
CC(=O)Nc1ccc2nc(NS(=O)(=O)c3ccc(C)cc3)sc2c1	-13	2	-15	11	/	5	1	-10	1
CCn1c(Cl)c(C=O)s/c1=N\S(=O)(=O)c1ccccc1	-23	-4	5	-6	-4	-4	2	0	2
Cc1oc(-c2ccc(Cl)cc2)nc1CN1CCCC(C(=O)NCc2ccco2)C1 (stereo not drawn)	-8	1	-3	11	-2	-3	-2	1	2
O=C(CN1CCNCC1)NCCSc1ccc(Cl)cc1	-7	-4	-8	3	-23	-1	-1	-10	1
COc1ccccc1NS(=O)(=O)c1ccc(NN=C2CCCC2)c([N+](=O)[O-])c1	-4	9	20	8	-4	4	-2	3	67*[fluorescence artefact?]
O=C(N/N=C/C(Br)=C/c1ccccc1)c1cc(-c2ccco2)[nH]n1	0	-3	-9	7	/	7	-1	-3	2
CC(C)OC(=O)c1nnc(Cc2ccc(Cl)cc2)o1	/	0	2	1	/	4	5	-10	2
CCn1cc(C(=O)N2CCN(c3ccccn3)CC2)c(=O)c2cc(S(=O)(=O)N(C)C3CCCCC3)ccc21	-14	0	3	2	-1	5	-1	-3	-1
CCCCN1CCCCC1C(=O)Nc1c(C)cc(C)cc1C (stereo not drawn)	-14	2	2	-4	8	-1	0	2	-1
COc1cc(C2OCC3C(c4ccc(OC5OC(CO)C(O)C(O)C5O)c(OC)c4)OCC23)ccc1O (stereo not drawn)	-2	-2	8	5	0	4	0	-3	1
CCC(=O)N(Cc1ccc(C)cc1)Cc1cc2cc3c(cc2[nH]c1=O)OCO3	0	-1	3	-15	-6	-3	1	-27	-2
CC(C)(C)CC(C)(C)NCC(O)COCCOc1ccc(Br)cc1 (stereo not drawn)	-9	2	-1[fluorescence artefact?]	8	/	-4	1	-11	1
O=C(CSc1ccc(Cl)cc1)NCc1ccco1	-19	-1	3	6	-2	0	-3	0	3
CCOc1ccc(NC(=O)CCN2CCN(S(=O)(=O)c3ccc(OC)cc3)CC2)cc1	-23	-18	2	-4	-2	2	-2	-7	-13
Further results:
SMILES	Mdm2 ligase inh	FXIa inh	14-3-3 Bad inh	FXIIa inh 1536	Rad51 HR inh	p97 ATPase inh	Wee1 stabilizer	KLK5 inh	eIF4E 4G PPI
O=C1CN=C(Nc2ccccc2Cl)N1c1ccccc1	7	-4	-2	12	-9	1	-1	6	-7[fluorescence artefact?]
CCC1S/C(=C(\C#N)C(N)=O)N(c2ccc(F)cc2)C1=O (stereo not drawn)	-8	-4	-2	15	-2	3	-1	-4	0
Cc1ccc(C(=O)N2CCN(c3cnn(C)c(=O)c3Cl)CC2)cc1	-14	1	11	18	-11	-5	-4	32	-1
Fc1ccc(N2N=C(c3cccs3)CC2c2ccco2)c(F)c1 (stereo not drawn)	-8	-3	-2	-10	-6	3	1	-421	2
C=CCn1c(C)cc(-c2csc(NC)n2)c1C	-2	-3	23	9	-43	0	-1	-4	6
Cc1cccc(C)c1NC(=O)N1CCCC1C(=O)Nc1ccc(-n2cnnn2)cc1 (stereo not drawn)	-15	2	-8	6	-10	10	0	-3	0
COc1ccc(N(C(C)=O)S(=O)(=O)c2cccs2)cc1	6	5	14[fluorescence artefact?]	8	8	6	-2	-4	-3[fluorescence artefact?]
COc1cc(SC#N)ccc1N=Cc1c(C)[nH]n(-c2cccc3ccccc23)c1=O	4	2	3	13	-27	0	1	-28	-7
Cc1ccc(NC(=O)CC2S/C(=N/N=C/c3c[nH]c4ccccc34)NC2=O)cc1 (stereo not drawn)	/	8	11	9	/	6	9.7*	-17	3
Cc1ccc(/C=N/Nc2nnc(Cc3ccccc3)c(=O)[nH]2)o1	-13	3	5	13	1	-4	1	0	-3
COc1cccc(NC(=O)Cn2c(=O)n(CCC(=O)NCc3ccco3)c(=O)c3ccccc32)c1	5	-6	-3	2	-7	5	2	-1	-4
COc1ccc(NC(=O)N(CCCN(C)C)Cc2cc3cc(OC)ccc3[nH]c2=O)cc1	-5	8	-15[fluorescence artefact?]	12	/	3	-1	-6	0
O=S(=O)(NC1CCCCCC1)c1ccc(Br)s1	-8	4	1	13	3	-2	1	3	2[fluorescence artefact?]
COc1ccc(CNC(=O)C(c2ccco2)N(C(=O)c2ccccn2)c2ccccc2)cc1 (stereo not drawn)	-14	-6	-12	0	15	1	-3	-5	3
CC(=C1C(=O)c2ccccc2C1=O)N1CCN(C/C=C/c2ccccc2)CC1	-13	-7	3	-5	5	-6	4	-1	0
O=C(Nc1nc(-c2cccc3ccccc23)cs1)c1ccc2c(c1)S(=O)(=O)c1ccccc1C2=O	-3	-2	15	9	1	1	-1	7	7
O=C(NCCc1ccccc1)C1CCN(S(=O)(=O)c2cccs2)CC1	-2	-3	-13	3	-8	2	-1	-28	3[fluorescence artefact?]
COc1ccc(CCNC(=O)Cn2c(=O)n(Cc3ccco3)c(=O)c3ccc(Cl)cc32)cc1OC	1	0	2	7	/	2	-1	-21	1
CCOc1cc(NC(=O)c2ccco2)c(OCC)cc1NC(=O)CCc1ccccc1OC	-15	18	5	28	-2	-11	-2	2	-8
COc1ccc([N+](=O)[O-])cc1NC(=O)COC(=O)c1ccccn1	-18	-1	-14	6	9	2	2	-7	1
CCc1cccc(CC)c1-n1c(SCc2cc(=O)n3ccsc3n2)nnc1-c1cccnc1	-6	-2	-6	-7	-4	-9	-2	-1	-4
Cc1cccc(C(C)C)c1NC(=O)CSc1nncn1C	-16	-8	-4[fluorescence artefact?]	-1	-2	1	-1	-9	-6[fluorescence artefact?]
Cc1onc(-c2c(F)cccc2Cl)c1C(=O)c1ccccc1O	-8	1	6	10	-10	4	-1	-1	6
CCn1c(SCC(=O)N/N=C/c2cc(OC)c(OC)c(OC)c2)nc2ccccc21	-8	-14	5	-5	-4	-7	2	-1	-2
Cc1cccc(OCc2nnc(SCC(=O)N3c4ccccc4Sc4ccc(Cl)cc43)o2)c1	5	8	9[fluorescence artefact?]	11	-59	2	-2	-7	17

Some of these compounds in order of the FXIa inh value, largest number first:
canonical_smiles,FXIa inh
CCOc1cc(NC(=O)c2ccco2)c(OCC)cc1NC(=O)CCc1ccccc1OC,18
CCO[C@@H]1OC(C(=O)N2CCN(Cc3ccc4c(c3)OCO4)CC2)=C[C@H](C2CC2)[C@H]1CCCO,10
O=C(NCCc1ccccc1)C1CCN(S(=O)(=O)c2cccs2)CC1,-3

Further structures.
SMILES	Mdm2 ligase inh	FXIa inh	14-3-3 Bad inh	FXIIa inh 1536	Rad51 HR inh	p97 ATPase inh	Wee1 stabilizer	KLK5 inh	eIF4E 4G PPI
CC1Cc2ccccc2N1C(=O)c1ccc2snnc2c1 (stereo not drawn)	-27	-4	-1	10	1	6	0	-11	-5
Cc1ccc(S(=O)(=O)Cc2ccc(C(=O)N3CCN(c4ccccn4)CC3)o2)cc1	-11	-1	1	11	5	-6	0	-26	4
Cc1ccsc1C(=O)N(c1nc2ccccc2s1)c1c(C)cccc1C	-17	-9	1	-2	-1	-3	-1	-3	0
CCNc1nc(NCC)n2c(SCC(=O)c3ccc(C(C)C)cc3)nnc2n1	-5	2	-3	5	2	4	-1	-15	-3
Cc1c(C(C)C)c(=O)n(-c2ccc(S(=O)(=O)NCc3ccccc3)cc2)n1C	-35	1	1	11	/	-3	2	/	2
NCCc1nnc(SCC(N)=O)o1	-26	4	-17[fluorescence artefact?]	8	-2	-4	-2	-10	-2
O=Nc1c2nc3ccccc3n(O)c-2c2ccccc12	-18	6	0[fluorescence artefact?]	19	0	2	7	10	0[fluorescence artefact?]
Cc1ccc(S(=O)(=O)Nc2cc(C(=O)O)ccc2N2CCCCC2)cc1	-14	3	-7	6	4	-6	1	-10	2
O=C(CN1CCOCC1)NCCNC(=O)CN1CCOCC1	/	2	-10	9	-1	3	0	0	8[fluorescence artefact?]
CCOc1ccc(C(=O)Nc2cccc(-c3cc4ccccc4oc3=O)c2)cc1[N+](=O)[O-]	-7	-4	-6	7	-7	-1	-1	15	-7
CN(C)C(=O)N1CCN(C(=O)N(C)C)CC1	-6	0	8	-1	-7	6	-2	-14	-6
C=CCn1c(-c2ccncc2)n[nH]c1=S	5	4	-2	7	-7	-5	0	11	1
O=C(c1ccc2c(c1)OCO2)N(CC1CCCO1)C1(C(=O)NC2CCCCC2)CCCCC1 (stereo not drawn)	-6	-5	-2	1	2	-6	3	-11	-12
O=C(NCC1CCCO1)c1ccc2c(=O)n(CC3CCCO3)c(SCC(=O)N3CCCC3)nc2c1 (stereo not drawn)	1	0	-11	12	-13	3	0	4	4

Random draw from the library. About 3.5% of those tested had a hit in this group.
